Compound activity: PubChem, National Center for Advancing Translational Sciences (NCATS)
APE1 inh = blocks human APE1 abasic DNA cleavage | recombinant APE1, TAMRA/BHQ-2 abasic DNA cleavage fluorescence | Potency, µM (highest dose often 65.8 µM), without a hit: at the top dose activity change, negative = inhibition, actives largely listed as inhibitors | 350,000 tested, 0.35% active | AID 2517;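 also: potency is read from the fitted curve at half-maximal effect; plate controls were vehicle for no effect and reference inhibitor for full effect; nearly all actives have a fitted effect of over 55% in size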
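Incision of a quenched TAMRA/BHQ-2 THF abasic-site duplex (50 nM) by 0.75 nM APE1, after 15 min compound preincubation, measured as fluorescence increase over three 60 s reads. Values normalized to buffer, DMSO and NSC13755 control wells.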
Pol beta inh = inhibitors of human DNA polymerase beta | Pol beta primer extension/strand displacement, fluorescence kinetic | Potency, µM (series often up to 114 µM), for inactives: at the top dose activity change, negative = inhibition, most hits filed as inhibitors | 340,000 tested, 1.3% active | P06746; also: potency is read from the fitted curve at half-maximal effect; % is scaled to controls: 0 for no effect and ±100 for the full control effect
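Homogeneous kinetic assay of primer extension and strand displacement by 10 nM Pol beta, preincubated 15 min at room temperature with compound before 50 nM substrate (final) was added. Read at 0 and 10 min; four-parameter Hill fit.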
GRP78 ERSR act = ER stress response induction in glioma; U87-MG GRP78 promoter luciferase reporter, 16 h; Potency, µM, for inactives: top-dose activation, actives largely listed as activators; 420,000 tested, 0.02% active; AID 602332; also: potency is read from the fitted curve at half-maximal effect; series mostly up to about 76 µM; % of control where 0% means no effect; nearly all actives have a fitted effect of over 35% in size
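ERSR induction read as luciferase luminescence (Bright-Glo, 10 min at room temperature) in stably transfected human U87-MG glioma cells exposed to compounds for 16 h, using GRP78 as sensor.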
LDHA block = LDHA (human) enzyme inhibition. P00338. purified LDHA, NADH/diaphorase-resazurin fluorescence; active compounds read low. activity change, % (values are at about 110 or 230 µM). 480,000 tested, 0.15% active; in the data active = activity change below about -30%; inconclusive = mostly about -25% to -30%;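 also: plate controls were DMSO wells for no effect and wells without enzyme for full effect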
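Remaining NADH was detected by diaphorase (0.133 mg/mL) converting 37 µM resazurin to fluorescent resorufin, read at 0 and 20 minutes. The preceding 5-minute room-temperature reaction used 2 nM LDHA, 0.2 mM sodium pyruvate and 0.06 mM NADH at pH 7.4.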
Anesthetic bind = candidate novel general anesthetic via apoferritin binding. P02791. apoferritin/1-aminoanthracene competitive binding, fluorescence. Potency, µM (titrated, usually from 77.5 µM), for inactives: at the top dose activity change, negative = displacement, usual class: inhibitors. 350,000 tested, 0.074% active; also: potency is read from the fitted curve at half-maximal effect; % is scaled to controls: 0 for no effect and ±100 for the full control effect; nearly all actives have a fitted effect of over 20% in size
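10 uM apoferritin + 50% sat. 1-AMA, PBS; cpd 10 min RT; Ex380/Em535 endpoint; normalized to free probe vs complex; 4-param Hill fit; propofol titration as pos. ctrl.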
BLM helicase inh = Bloom syndrome helicase (human) inhibition | Potency, µM (titrated, usually from 56.1 µM), inactives show top-dose activity change, negative = inhibition, usual class: inhibitors | 350,000 tested, 0.2% active | recombinant BLM DNA unwinding, fluorescence dequenching | AID 2528 | P54132;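 also: potency is read from the fitted curve at half-maximal effect; plate controls were vehicle for no effect and no enzyme for full effect; nearly all actives have a fitted effect of over 35% in size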
Target sequence (P54132 whole entry, looked up): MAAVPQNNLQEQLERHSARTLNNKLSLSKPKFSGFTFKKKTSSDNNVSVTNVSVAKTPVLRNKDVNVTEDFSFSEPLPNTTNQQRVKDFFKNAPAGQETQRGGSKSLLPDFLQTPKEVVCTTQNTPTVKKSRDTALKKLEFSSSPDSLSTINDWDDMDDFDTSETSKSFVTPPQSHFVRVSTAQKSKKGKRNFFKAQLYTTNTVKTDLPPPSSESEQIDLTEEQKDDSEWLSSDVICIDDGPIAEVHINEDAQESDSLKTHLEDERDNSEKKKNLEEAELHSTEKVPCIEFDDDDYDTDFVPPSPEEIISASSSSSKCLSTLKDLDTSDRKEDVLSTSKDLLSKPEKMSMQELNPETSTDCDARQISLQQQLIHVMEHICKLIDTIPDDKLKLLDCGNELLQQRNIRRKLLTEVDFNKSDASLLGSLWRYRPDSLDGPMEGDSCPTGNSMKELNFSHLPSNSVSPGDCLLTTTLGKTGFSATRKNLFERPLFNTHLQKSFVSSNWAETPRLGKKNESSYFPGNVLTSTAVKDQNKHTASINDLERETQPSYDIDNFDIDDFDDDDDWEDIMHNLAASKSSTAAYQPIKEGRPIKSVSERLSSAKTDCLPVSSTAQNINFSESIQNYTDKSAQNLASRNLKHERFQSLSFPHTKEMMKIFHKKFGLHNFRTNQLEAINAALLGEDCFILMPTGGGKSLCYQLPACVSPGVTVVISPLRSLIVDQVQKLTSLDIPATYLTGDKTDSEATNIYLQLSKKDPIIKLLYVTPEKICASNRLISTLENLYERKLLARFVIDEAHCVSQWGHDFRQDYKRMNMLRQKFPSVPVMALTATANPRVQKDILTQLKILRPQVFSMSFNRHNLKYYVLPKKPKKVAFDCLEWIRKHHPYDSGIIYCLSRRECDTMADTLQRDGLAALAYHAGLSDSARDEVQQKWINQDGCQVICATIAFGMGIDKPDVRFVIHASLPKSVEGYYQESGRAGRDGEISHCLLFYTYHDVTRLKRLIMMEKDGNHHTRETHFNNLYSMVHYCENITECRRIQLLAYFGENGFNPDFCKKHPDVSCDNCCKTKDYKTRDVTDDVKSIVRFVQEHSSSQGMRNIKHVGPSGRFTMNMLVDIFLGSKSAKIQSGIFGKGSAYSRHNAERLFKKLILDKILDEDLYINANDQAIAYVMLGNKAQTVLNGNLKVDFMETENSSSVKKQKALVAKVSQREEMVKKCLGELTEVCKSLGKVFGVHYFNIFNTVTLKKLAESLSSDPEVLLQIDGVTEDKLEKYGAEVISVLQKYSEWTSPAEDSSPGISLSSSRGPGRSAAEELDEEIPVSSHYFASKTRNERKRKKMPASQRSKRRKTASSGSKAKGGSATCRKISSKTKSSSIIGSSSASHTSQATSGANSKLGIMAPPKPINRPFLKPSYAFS
POLH inh = blocks human DNA polymerase eta activity; Potency, µM (doses to about 114 µM), for inactives: top-dose activity change, negative = inhibition, most hits filed as inhibitors; recombinant Pol eta, fluorescent DNA replication assay; 390,000 tested, 1.2% active; AID 588591; Q9Y253; also: potency is read from the fitted curve at half-maximal effect; % is scaled to controls: 0 for no effect and ±100 for the full control effect
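Pol eta at 10 nM preincubated with compounds 15 min at room temperature; reaction started with fluorescent substrate (50 nM final) and read kinetically at 0 and 10 min.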
POLI inh = DNA polymerase iota (human) inhibition. Q9UNA4. Pol iota fluorescent replication assay, 10 min. Potency, µM (titrated, usually from 115 µM), for inactives: top-dose activity, negative = inhibition, hits mostly inhibitors. 390,000 tested, 1% active; also: potency is read from the fitted curve at half-maximal effect
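Pol iota at 10 nM preincubated 15 min with compounds at room temperature; reaction started with fluorescent substrate, 50 nM final. Fluorescence read kinetically at 0 and 10 min; buffer-only wells as negative control.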
Pol kappa inh = blocks human DNA polymerase kappa activity; Q9UBT6; purified Pol kappa, fluorescent DNA synthesis assay, 10 min; Potency, µM (series often up to 107 µM), for the others: at the top dose activity, negative = inhibition, usual class: inhibitors; 400,000 tested, 0.53% active; AID 588579; also: potency is read from the fitted curve at half-maximal effect; % is scaled to controls: 0 for no effect and ±100 for the full control effect
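Pol kappa 10 nM + cpd, 15 min RT; start w/ substrate 50 nM final; fluorescence kinetic read, 0 and 10 min. Neg ctrl: buffer, no enzyme.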
* = called active by the depositor; & = joins results of further samples; [ ] = remark or other dose. Unless noted, calls follow the shape of the dose curve; as a rule, active = well fitted curve in the direction sought with a large enough effect; inconclusive = small, poorly fitted or top-dose-only effect, or another doubt; inactive = no such curve, though single readings can be large; an effect the other way counts as inactive or inconclusive.

The first 2 compounds, to show the layout:
Results for COc1ccccc1NC(=O)CCNC(=O)Cn1ccc2ccccc2c1=O ?
APE1 inh: -3%; Pol beta inh: -2%; GRP78 ERSR act: 4%; LDHA block: -7; Anesthetic bind: -10%; BLM helicase inh: 2%; POLH inh: -13%; POLI inh: 1%; Pol kappa inh: -16%

How did O=C(NCc1ccccc1)c1cccc(F)c1F do in these assays?
APE1 inh: 5%; Pol beta inh: 3%; GRP78 ERSR act: 0%; LDHA block: -9; Anesthetic bind: -17%; BLM helicase inh: -7%; POLH inh: -21%; POLI inh: 108%[activator]; Pol kappa inh: -2%

The listing, from the first entry:
Results for COc1ccccc1NC(=O)CCNC(=O)Cn1ccc2ccccc2c1=O ?
APE1 inh: -3%; Pol beta inh: -2%; GRP78 ERSR act: 4%; LDHA block: -7; Anesthetic bind: -10%; BLM helicase inh: 2%; POLH inh: -13%; POLI inh: 1%; Pol kappa inh: -16%

How did O=C(NCc1ccccc1)c1cccc(F)c1F do in these assays?
APE1 inh: 5%; Pol beta inh: 3%; GRP78 ERSR act: 0%; LDHA block: -9; Anesthetic bind: -17%; BLM helicase inh: -7%; POLH inh: -21%; POLI inh: 108%[activator]; Pol kappa inh: -2%

What do the screens show for `O=c1cc(CSc2ccccn2)c2ccccc2[nH]1`?
APE1 inh: -2%; Pol beta inh: -13%; GRP78 ERSR act: -3%; LDHA block: -1; Anesthetic bind: -9%; BLM helicase inh: -1%; POLH inh: -7%; POLI inh: 13%; Pol kappa inh: -7%

What do the screens show for `Nc1c(C(=O)Nc2ccc(F)c(F)c2)sc2nc(-c3ccncc3)ccc12`?
Pol beta inh: 22%; GRP78 ERSR act: 1%; LDHA block: 4; Anesthetic bind: -3%; BLM helicase inh: -7%; POLH inh: -11%; POLI inh: 25%; Pol kappa inh: 18%

Results for Cc1cc2nc(=O)c(/C=C3\C=Nc4ccccc43)c(N)n2o1 ?
APE1 inh: -4%; Pol beta inh: -14%; GRP78 ERSR act: -4%; LDHA block: -2; Anesthetic bind: 40%[activator]; BLM helicase inh: -3%; POLH inh: -18%; POLI inh: -29%; Pol kappa inh: -8%

How did CCCCC(=O)Nc1cc(OCC)c(NC(=S)NC)cc1OCC do in these assays?
APE1 inh: 4%; Pol beta inh: -2%; GRP78 ERSR act: -2%; LDHA block: 0; Anesthetic bind: -7%; BLM helicase inh: -5%; POLH inh: 0%; POLI inh: 43%[activator]; Pol kappa inh: -5%

How did C/C(CC(=O)Nc1ccc(N(C)C)cc1)=N\NC(=O)c1ccc(C(C)(C)C)cc1 do in these assays?
APE1 inh: -4%; Pol beta inh: 36%; GRP78 ERSR act: 2%; LDHA block: 2; Anesthetic bind: -9%; BLM helicase inh: 1%; POLH inh: -14%; POLI inh: 15%; Pol kappa inh: 7%

Results for CCCCc1nnc(SC(C)C(=O)Nc2nccs2)n1C (stereo unspecified) ?
APE1 inh: 0%; Pol beta inh: 65%; GRP78 ERSR act: -6%; LDHA block: -2; Anesthetic bind: -2%; BLM helicase inh: -1%; POLH inh: 3%; POLI inh: 24%; Pol kappa inh: -1%

How did Cc1ccc(C(=O)NCCN2CCOCC2)c(Cl)c1 do in these assays?
APE1 inh: -6%; Pol beta inh: 4%; GRP78 ERSR act: -5%; LDHA block: -5; Anesthetic bind: -5%; BLM helicase inh: 2%; POLH inh: -14%; POLI inh: 42%[activator]; Pol kappa inh: 0%

Results for COc1ccc(CCNC(=O)C2CCN(S(=O)(=O)c3ccc(SC)cc3)CC2)cc1 ?
APE1 inh: 5%; Pol beta inh: -8%; GRP78 ERSR act: -3%; LDHA block: -5; Anesthetic bind: -12%; BLM helicase inh: -8%; POLH inh: -12%; POLI inh: 9%; Pol kappa inh: 7%

Results for COc1cc(/C=C2/NC(=O)N(CC(=O)Nc3ccc(C)cc3)C2=O)ccc1Oc1ccc([N+](=O)[O-])cn1 ?
APE1 inh: 15%; Pol beta inh: 31%[activator]; GRP78 ERSR act: -1%; LDHA block: -19; Anesthetic bind: -10%; BLM helicase inh: -5%; POLH inh: -10%; POLI inh: 14%; Pol kappa inh: -20%

Results for CC1(C)COCN1C(=O)c1ccc(C#N)cc1 ?
APE1 inh: 7%; Pol beta inh: 92%; GRP78 ERSR act: -2%; LDHA block: -9; Anesthetic bind: 6%; BLM helicase inh: -3%; POLH inh: 4%; POLI inh: 14%; Pol kappa inh: -9%

How did CCOC(=O)Cc1csc(NC(=O)CCc2ccccc2)n1 do in these assays?
APE1 inh: 12%; Pol beta inh: 22%; GRP78 ERSR act: 1%; LDHA block: -6; Anesthetic bind: -11%; BLM helicase inh: -7%; POLH inh: -21%; POLI inh: 14%; Pol kappa inh: -17%

Results for C[C@H]1CN([C@@H](C)CO)C(=O)c2cc(NC(=O)C3CCCCC3)ccc2O[C@H]1CN(C)C(=O)Nc1ccc2c(c1)OCO2 ?
APE1 inh: 9%; GRP78 ERSR act: -3%; LDHA block: 0; POLH inh: -4%; POLI inh: -4%; Pol kappa inh: 0%

How did N#C/C(=C(O)\C=C\c1ccccc1)c1nc2ccccc2[nH]1 do in these assays?
APE1 inh: -2%; Pol beta inh: inconclusive; GRP78 ERSR act: 1%; LDHA block: -8&-13; Anesthetic bind: 1%; BLM helicase inh: -10%; POLH inh: -8%; POLI inh: inconclusive; Pol kappa inh: -18%

How did CCN(Cc1ccccc1)S(=O)(=O)c1ccc(C(=O)N(CCCN(C)C)c2nc3cc(C)cc(C)c3s2)cc1 do in these assays?
APE1 inh: 7%; GRP78 ERSR act: -15%; LDHA block: -2; POLH inh: -21%; POLI inh: -26%; Pol kappa inh: -7%

Results for CCC/C(O)=C1\C(=O)CC(c2ccccc2)CC1=NC(C)C(=O)O (stereo unspecified) ?
APE1 inh: 3%; Pol beta inh: -18%; GRP78 ERSR act: -5%; LDHA block: -2; Anesthetic bind: -4%; BLM helicase inh: 2%; POLH inh: 1%; POLI inh: 115%[activator]; Pol kappa inh: -4%

Results for CCN(C(=O)CSc1n[nH]c(-c2cccs2)n1)C1CCS(=O)(=O)C1 (stereo unspecified) ?
APE1 inh: 4%; Pol beta inh: -23%; GRP78 ERSR act: -3%; LDHA block: 0; Anesthetic bind: 1%; BLM helicase inh: -1%; POLH inh: -11%; POLI inh: 16%; Pol kappa inh: 11%

Results for COC(=O)CC(c1ccccc1F)N1Cc2ccccc2C1=O (stereo unspecified) ?
APE1 inh: 63%[activator]; Pol beta inh: 1%; GRP78 ERSR act: -2%; LDHA block: -4; Anesthetic bind: 2%; BLM helicase inh: -1%; POLH inh: 3%; POLI inh: -7%; Pol kappa inh: -12%

How did O=S(=O)(c1ccsc1)N1CC=C(c2ccccc2)CC1 do in these assays?
APE1 inh: 7%; Pol beta inh: -1%; GRP78 ERSR act: 5%; LDHA block: -5; Anesthetic bind: 93%[activator]; BLM helicase inh: -10%; POLH inh: -4%; POLI inh: -16%; Pol kappa inh: -9%

How did COc1ccc(N/C=C/C(=O)c2ccc(Oc3ncccn3)cc2)cc1 do in these assays?
APE1 inh: -3%; Pol beta inh: 16%; GRP78 ERSR act: 1%; LDHA block: -3; Anesthetic bind: inconclusive; BLM helicase inh: -6%; POLH inh: -6%; POLI inh: 13%; Pol kappa inh: -10%

Results for CCOC(=O)Cc1csc(NC(=O)C2C3C=CC(C3)C2C(=O)O)n1 (stereo unspecified) ?
APE1 inh: inconclusive; Pol beta inh: 0%; GRP78 ERSR act: 1%; LDHA block: -2; Anesthetic bind: 42%[activator]; BLM helicase inh: 7%; POLH inh: -14%; POLI inh: 8%; Pol kappa inh: 1%

What do the screens show for `CC(=O)Nc1ccc(Oc2ccc3c(c2)C(=O)NC3=O)cc1`?
APE1 inh: -3%; Pol beta inh: 3%; GRP78 ERSR act: -2%; LDHA block: -14; Anesthetic bind: -8%; BLM helicase inh: -3%; POLH inh: 2%; POLI inh: 135%[activator]; Pol kappa inh: 1%

What do the screens show for `O=C(NC1CCCCC1)c1cccc(Cn2cc(Cl)cn2)c1`?
APE1 inh: -2%; Pol beta inh: 16%; GRP78 ERSR act: -5%; LDHA block: -1; Anesthetic bind: inconclusive; BLM helicase inh: 0%; POLH inh: -13%; POLI inh: 46%[activator]; Pol kappa inh: -15%

How did CCC(C)NC(=O)CSc1nc2ccccc2c(=O)n1Cc1ccc(OC)cc1 (stereo unspecified) do in these assays?
APE1 inh: 5%; Pol beta inh: -3%; GRP78 ERSR act: 2%; LDHA block: -11; Anesthetic bind: 0%; BLM helicase inh: -5%; POLH inh: -8%; POLI inh: 8%; Pol kappa inh: -7%

What do the screens show for `CCOc1ccc(-c2nc(CSCC(=O)NCc3ccco3)c(C)o2)cc1`?
APE1 inh: 4%; Pol beta inh: -18%; GRP78 ERSR act: -10%; LDHA block: 3; Anesthetic bind: -11%; BLM helicase inh: -2%; POLH inh: -18%; POLI inh: 21%; Pol kappa inh: -4%

What do the screens show for `CCn1c(C)nc2cc(C(=O)NNC(=S)Nc3ccc(C)cc3)ccc21`?
APE1 inh: -7%; Pol beta inh: 0%; GRP78 ERSR act: -5%; LDHA block: -5; Anesthetic bind: -4%; BLM helicase inh: -11%; POLH inh: -23%; POLI inh: 66%[activator]; Pol kappa inh: -11%

What do the screens show for `Cc1ccc(NC(=O)c2ccc(OC(=O)COc3ccc(Cl)cc3C)cc2)cc1`?
APE1 inh: -7%; Pol beta inh: -3%; GRP78 ERSR act: 4%; LDHA block: 0; Anesthetic bind: -8%; BLM helicase inh: 2%; POLH inh: -1%; POLI inh: 7%; Pol kappa inh: -4%

Results for CCOCCCNC(=O)CCCOc1ccccc1 ?
APE1 inh: -2%; Pol beta inh: 3%; GRP78 ERSR act: -4%; LDHA block: -2; Anesthetic bind: -6%; BLM helicase inh: 0%; POLH inh: -13%; POLI inh: 3%; Pol kappa inh: -3%

What do the screens show for `COc1ccccc1C(=O)NCCC(=O)NNC(=O)c1ccccc1O`?
APE1 inh: -11%; GRP78 ERSR act: -2%; LDHA block: 3; POLH inh: 1%; POLI inh: 16%; Pol kappa inh: -10%

A portion of the library (hit frequency here may not be typical).
